# From PubChem BioAssay
# H9c2 TAG inh: inhibitors of triacylglycerol accumulation, primary screen, cell-based, uHTS, fluorescence, H9c2; hit rate 0.66% among 230,000; AID 651582, 2012; inhibition, % at 12.5 µM; H9c2 cells, Nile Red lipid (TAG) fluorescence; cells loaded with 200 µM oleic acid;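 active = pattern-corrected inhibition of lipid staining of at least 50% with the nuclear-stain viability signal not falling by more than 50%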;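 also: 0% = DMSO wells and 100% = triacsin C control wells; some results filed as inactive read as strong as hits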
# H9c2 TAG inh DAPI viability: recorded beside H9c2 TAG inh, whose call it bears; DAPI nuclei signal change (viability), lower = more cytotoxic, %;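 whole-well DAPI fluorescence read on a plate reader as a viability signal; minus 50 percent equals half of cells still viable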
# Active calls of the source: *.
Compound	H9c2 TAG inh	H9c2 TAG inh DAPI viability
O=C(COC(=O)CCC(=O)c1ccccc1)Nc1nnc(-c2ccccc2)o1	-3	-3
COc1cccc(-c2cnc3c(NC(C)=O)cc(-c4ccncc4)cn23)c1	21	-9
COCCNC(=O)C(c1ccncc1)N(C(=O)Cn1nnc2ccccc21)c1ccc(OC)cc1 (stereo not given)	1	-6
O=C(C1=C(O)C(=O)N(CCN2CCOCC2)C1c1cccs1)c1cc2ccccc2o1 (stereo not given)	-8	1
COc1ccc(-c2nc(C(N)=O)c3[nH]c(=O)n(-c4cccc(C)c4)c3n2)c(OC)c1	-5	4
CCN(CC)c1ccc(C=C2SC(=S)NC2=O)cc1	-92	9
O=C(CN1C(=O)NC2(CCCCC2)C1=O)N1CCc2ccccc2C1	15	8
CCCOC(=O)C1C2C=CC(C2)C1C(=O)OCC(=O)c1ccccc1 (stereo not given)	11	9
CCOC(=O)N1CCN(S(=O)(=O)c2ccc(OC)c(Cl)c2Cl)CC1	-22	26
O=C(Nc1cccc2ccccc12)N1CCN(c2ccccc2)CC1	8	0
CN(CCC#N)C(=O)COC(=O)/C=C/c1cccs1	6	14
CCCCC[C@H]1CN(Cc2ccccc2)C(=O)[C@@H]1CC(=O)NCc1ccc(OC)cc1	-14	9
Cc1sc2ncnc(OCC(=O)N3CCN(S(=O)(=O)c4ccccc4)CC3)c2c1C	20	-8
CCOC(=O)c1cc(-c2ccccc2C)nn1Cc1cc(C)no1	15	-1
CC(c1nnc(Sc2nnnn2-c2ccccc2)n1-c1ccc(F)cc1)N(C)C (stereo not given)	-5	4
COC(=O)c1cccc(C23CC4(C2)[C@H](CN(Cc2cccnc2)[C@@H]4c2ccccc2)C3c2ccc(Cl)nc2)c1 (stereo not given in full)	19	6
COc1cc(NC(=O)COC(=O)C2CC(O)CN2S(=O)(=O)c2ccc(Cl)cc2)c(C)cc1[N+](=O)[O-] (stereo not given)	6	-2
COc1cc(OC)cc(C(=O)NCC(=O)NCCN2C(=O)S/C(=C\c3ccc4c(c3)OCO4)C2=O)c1	16	-2
CC1CCCN(C(=O)C(=O)Nc2ccc3nc4n(c(=O)c3c2)CCCCC4)C1 (stereo not given)	4	-11
C/C(=N\Nc1cc(N2CCOCC2)nc(C)n1)c1ccc(F)cc1	52*	-28*

# Arranged by length of the SMILES (smallest number first): three of the compounds above.
Compound	H9c2 TAG inh	H9c2 TAG inh DAPI viability
CN(CCC#N)C(=O)COC(=O)/C=C/c1cccs1	6	14
O=C(C1=C(O)C(=O)N(CCN2CCOCC2)C1c1cccs1)c1cc2ccccc2o1 (stereo not given)	-8	1
COc1ccc(-c2nc(C(N)=O)c3[nH]c(=O)n(-c4cccc(C)c4)c3n2)c(OC)c1	-5	4

# More compounds
Compound	H9c2 TAG inh	H9c2 TAG inh DAPI viability
COCOCCn1cc(CN2CCS(=O)(=O)N(Cc3ccc(-c4ccccc4)cc3)C(C(C)C)C2=O)nn1 (stereo not given)	15	7
CCN(C(=O)C(C)Sc1ccc(S(=O)(=O)N2CCN(C)CC2)cn1)c1ccccc1 (stereo not given)	-20	3
NS(=O)(=O)c1cccc(NC(=O)COC(=O)Cn2cnc3ccccc32)c1	-1	7
CCC/C(C(=O)NCCO)=C1/c2ccccc2C(=O)N1c1ccccc1	-17	9
CC1CN(CCCCOc2ccc(Cl)c3ccccc23)CC(C)O1 (stereo not given)	-11	12
O=C(COc1ccccc1C(=O)O)Nc1ccc(SC(F)F)cc1	6	-5
Cc1ccc(NC(=O)CN(C)CC(=O)NC2CCCc3ccccc32)cc1 (stereo not given)	-11	5
COC(=O)c1ccc(CN2C(=O)C3CCCCC3C2=O)o1 (stereo not given)	8	-11
COc1ccc(/C=C(\C#N)C(=O)OCCNC(=O)c2ccncc2)cc1	-22	1
Cc1ccc(C(C)C)cc1S(=O)(=O)Nc1cccnc1	4	-2
Cc1sc2c(c1C)C(=O)/C(=C\Nc1ccccn1)S(=O)(=O)N2C	-5	1
COC(=O)c1ccc2nc(C(F)(F)F)[nH]c2c1	7	-10
C/C=C/c1ccc(OCC(=O)OCC2=C(C(=O)OCC)C(C)NC(=O)N2)c(OC)c1 (stereo not given)	16	6
O=S(=O)(c1ccc(NC(=S)N2CCCCC2)cc1)N1CCCCC1	-9	2
CC(C)(C)c1ccc(S(=O)(=O)C(C)(C)C)cc1	-10	7
O=C(O)c1ccc2nnn(O)c2c1	-7	10
Cc1ccsc1C(C(=O)NC(C)(C)C)N(C(=O)c1csnn1)c1ccccc1 (stereo not given)	5	2
Cc1ccnc2nc(C(=O)OC(C)C(=O)NCc3ccccc3)nn12 (stereo not given)	-5	4
CN(C)CCCn1c(=S)[nH]c2ccccc2c1=O	-6	2
Cc1cc(NC(=O)C2CCCCC2)nc2c1c(=O)oc1ccccc12	10	4
Cc1ccc(NC(=O)COC(=O)CN2C(=O)C3CCCCC3C2=O)cc1C (stereo not given)	0	7
Cn1c(-c2ccc3c(c2)OCO3)cnc1NCc1cccc(O)c1	9	2
Cc1onc(-c2ccccc2)c1C(=O)NNC(=O)c1ccccc1	1	-1
CCc1ccccc1N(C)C(=O)CCc1nc(-c2ccc(C)cc2)no1	-4	5
Cc1ccc(NC(=O)[C@@H]2CCCN2S(=O)(=O)c2ccc(Cl)cc2)cc1	-5	-6
CC(O)(c1cccnc1)c1nc(-c2ccc3c(c2)OCO3)cs1 (stereo not given)	4	0
O=C(COC(=O)c1ccc(C(F)(F)F)cc1)Nc1cccc(S(=O)(=O)N2CCCCC2)c1	-5	-1
CC1CCC2(CC1)NC(=O)N(CC(=O)NC1CCCCC1C)C2=O (stereo not given)	-3	-1
O=C(NCc1ccco1)C1CCCCN1S(=O)(=O)c1ccc(F)cc1 (stereo not given)	3	-13
CC1=CC(=O)C=CC1(C)C(Cl)Cl (stereo not given)	-20	0
O=C(COC(=O)C12CC3CC(CC(O)(C3)C1)C2)Nc1ccc(Cl)cc1F	-4	-1
C[C@@H](O)C1NC(=O)[C@H](CCCCN)NC(=O)c2cc([N+](=O)[O-])cc(I)c2NCCC[C@@H](C(N)=O)NC1=O (stereo not given in full)	-10	2
CS(=O)(=O)N1CCN(c2ccc([N+](=O)[O-])c(N3CCOCC3)c2)CC1	5	-10
Cc1ccc(NC(=O)COC(=O)c2ccc(CN3CCCC3=O)cc2)c(Cl)c1	-12	-1
O=C(Nc1csc([N+](=O)[O-])c1)Nc1c(Cl)cccc1Cl	29	-31
CCOC(=O)c1ccc(NC(=O)N2CCCCCC2)cc1	11	-10
COc1ccc([N+](=O)[O-])cc1NC(=O)C(C)Sc1ccccc1 (stereo not given)	6	-17
COCCNC(=O)c1ccc(N2CCCCC2)c(NS(=O)(=O)c2ccc(C)cc2)c1	-2	-2
C#Cc1ccc([C@H]2C=C(C(=O)NCc3ccccc3)O[C@@H](OCC)[C@@H]2CCCO)cc1	28	-5
COc1ccc(OCCCc2c(C)n[nH]c2C)cc1	-12	8
Nc1c(Cl)ncnc1NCCc1ccc(O)cc1	-20	14
O=C(NC1CCN(Cc2ccccc2)CC1)C1CCN(S(=O)(=O)c2cccc3nsnc23)CC1	-10	-4
C=CCN(C(=O)CNC(=O)c1ccco1)C(C(=O)NC1CCCC1)c1cccs1 (stereo not given)	0	-6
C=CCN1CCN(C(=O)CCc2ccccc2)CC1	-12	-1
O=C(c1ccco1)N(Cc1ccccc1)c1cccc([N+](=O)[O-])c1	-2	11
COc1ccc(NC(=O)CSc2nccn2-c2cccc(OC)c2)cc1	-34	-5
O=C(COC(=O)c1ccc(=O)n(Cc2ccccc2)n1)Nc1ccc2c(c1)OCCO2	-12	0
Cc1ccc(CNC(=O)C(=O)NCC2CCCN2S(=O)(=O)c2cc(C)ccc2C)cc1 (stereo not given)	9	1
Cc1cccc2sc(NNC(=O)c3cc(-c4cccs4)nc4ccccc34)nc12	26	0
Nc1n[nH]c(N)c1N=Nc1ccc(Cl)cc1Cl	1	-4

# (listing goes on)
Compound	H9c2 TAG inh	H9c2 TAG inh DAPI viability
COC(=O)c1ccc2c(=O)n(CCCCCC(=O)NC(C)C)c(=O)[nH]c2c1	-9	4
C=CCOC(=O)C1=C(C)NC(C)=C(C(=O)OCC=C)C1c1ccc(O)cc1	-30	20
Cc1ccc2[nH]c(O)c(N=O)c2c1	-9	12
COc1cc(S(=O)(=O)N2CCN(C(=O)c3ccccc3F)CC2)c(OC)cc1NC(C)=O	-5	5
CS(=O)(=O)c1ccc(Cl)c(NC(=O)CSc2nnc(C3CC3)n2C2CC2)c1	-2	-6
COc1cc(C)ccc1S(=O)(=O)NC(=O)C1(C)CCN1C(=O)COc1ccc(Cl)cc1 (stereo not given)	18	-4
Cc1cccc(Cc2c(C)[nH]c(=O)c(C#N)c2C)c1	-4	3
N/C(COc1ccc(C(=O)O)cc1)=N\O	-19	-9
Cc1ccc(NCN2C(=O)c3ccccc3C2=O)cc1Cl	-4	0
Cc1ccc(NC(=O)C(=O)NCCN2CCN(S(C)(=O)=O)CC2)cc1C	4	3
COc1ccc(-c2ccc3oc(-c4ccc(OC)cc4)c(-c4cc(OC)c(OC)c(OC)c4)c3c2)cc1	8	63
Cc1cc(C(=O)N2CCCC(N3CCN(c4cccc(Cl)c4)CC3)C2)no1 (stereo not given)	7	3
CCOC(=O)c1ncn2c1CN(C)C(=O)c1cc(F)ccc1-2	21	14
COc1ccccc1CNC(=O)COc1cccc(-n2cnnn2)c1	9	4
Cc1nc(CS(=O)(=O)c2ccc(Cl)cc2)cc(N2CCOCC2)n1	3	-15
COc1ccc(S(=O)(=O)Nc2ccc(NC(C)=O)cc2)cc1[N+](=O)[O-]	-20	10
CC(C)N1C(=O)CC(Nc2ccc(N3CCOCC3)cc2)C1=O (stereo not given)	0	7
CN1CCC[C@H]1CCNc1ccc2c(=O)c3ccccc3n(C)c2c1	20	52
CC1Cc2ccccc2N1C(=O)CSc1nc2ccccc2s1 (stereo not given)	-31	3
CC(C)CNc1nc(Oc2ccc(=O)[nH]n2)nc(N2CCOCC2)n1	7	-6
O=C(NCCCN1CCCC1=O)c1ccc(NS(=O)(=O)c2ccc(F)cc2)cc1	-2	-6
COc1ccccc1NC(=O)c1ccc(S(=O)(=O)N(C)c2ccccc2)cc1	5	-2
COC(=O)Cn1cc([N+](=O)[O-])nc1C	-14	8
COc1cc(O)c(C(CCN2CCCC(C)C2)c2ccc3c(c2)OCO3)c(OC)c1 (stereo not given)	-38	-2
COc1ccc(-c2cc(C(=O)Nc3c(C)n(C)n(-c4ccccc4)c3=O)no2)cc1	3	7
NC(=O)c1ccc(NC(=O)CN2CCN(S(=O)(=O)c3ccc4ccccc4c3)CC2)cc1	10	-6
Cc1ccc2c(c1)C(=O)C(=O)N2CC(=O)Nc1ccccc1NC(=O)c1ccccn1	32	-13
O=C(C[C@H]1C[C@H]2c3cc(NC(=O)CC4CC4)ccc3O[C@H]2[C@H](CO)O1)NCc1ccccc1F	-2	6
CCN(CC)c1ccc(/C=N/NC(=O)c2cccc(S(=O)(=O)N3CCOCC3)c2)c(O)c1	42	-14
C=CCOC(=O)C1=C[C@H](c2cn(C(C)=O)c3ccccc23)C[C@H](OCCCCO)O1	-53	-11
CC1=C(C(=O)N2CCOCC2)C(c2cc(C)ccc2C)NC(=S)N1 (stereo not given)	14	-2
c1ccc(Nc2c3c(nc4ccccc24)CCC3)cc1	-22	19
CCOC(=O)c1c(NC(=O)COC(=O)c2cnc(C)cn2)sc(C(=O)N(C)C)c1C	0	5
O=C(Nc1ccncc1)c1ccc(C(=O)Nc2ccncc2)cc1	-11	18
Cc1ccc(NC(=O)c2ccc([N+](=O)[O-])o2)cc1C	73	-66
CN(C)c1ccc(-c2ccnc3c2CC(C)(C(=O)Nc2ccc(Cl)cc2)O3)cc1 (stereo not given)	-13	26
CCOCCCn1c(SCC(=O)Nc2cccc(S(=O)(=O)NC3=NCCCCC3)c2)nc2ccccc2c1=O	-13	-2
CCOC(=O)Cn1c(=O)oc2cc(S(=O)(=O)N(C)c3ccc(OC)cc3)ccc21	3	-3
O=c1[nH]c(SCc2ccccc2Cl)nc2c1cnn2-c1ccccc1	6	-1
C=CCCC(=O)N1CCC(n2nccc2NC(=O)c2ccccc2C)CC1	6	3
FC(F)(F)c1ccccc1NC(=S)N1CCN(c2ccccn2)CC1	8	-4
COc1ccc([N+](=O)[O-])cc1NC(=O)CSc1ccccc1	-7	0
O=C1c2ccccc2C(=O)N1CC1c2ccccc2CCN1S(=O)(=O)c1ccccc1 (stereo not given)	6	-12
COc1cc(OC)cc(-c2sc3ccc(OC)cc3c2C#CC2(N)CCCCC2)c1	9	18
C=CCC[C@H](Cc1ccc(F)cc1)C(=O)OC[C@@H](NC(=O)[C@@H](CC=C)CC(=O)N[C@@H](CO)Cc1ccccc1)C(C)(C)C	33	-12
O=C(Nc1ccccc1)Nc1sccc1-c1nc2ccccc2s1	19	25
O=C(NCCNC(=O)c1ccco1)c1ccc(F)cc1	2	4

# Full records, quoted from the list.
# O=C(Nc1ccncc1)c1ccc(C(=O)Nc2ccncc2)cc1 reads H9c2 TAG inh: -11; H9c2 TAG inh DAPI viability: 18
# COc1ccc([N+](=O)[O-])cc1NC(=O)CSc1ccccc1 reads H9c2 TAG inh: -7; H9c2 TAG inh DAPI viability: 0
# O=C(Nc1cccc2ccccc12)N1CCN(c2ccccc2)CC1 reads H9c2 TAG inh: 8; H9c2 TAG inh DAPI viability: 0

# These rows are one share of the data (hit frequency here may not be typical).
